Rat MKP-3 inhibitors – MKP-3 phosphatase inhibitors, primary screen, biochemical, rat enzyme, in vitro (AID 425); recombinant MKP-3 phosphatase activity, fluorescence; higher % means a stronger effect; inhibition, % at 20 µM; hits with a dose series show IC50 in µM; 110,000 tested, 0.17% active; in the data active = inhibition above about 50%;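 also: plate controls were vehicle for no effect and reference inhibitor for full effect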
Hsp70 inhibitors – small molecules displacing fluorescent ligand from Hsp70 – biochemical, fluorescence polarization, primary screen (AID 583); Hsp70 fluorescence polarization probe displacement, mP; higher % means a stronger effect; 140,000 tested, 0.06% active; displacement, % at 20 µM, or IC50 in µM where a hit was titrated; in the data active = displacement above about 50%;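 also: plate controls were vehicle for no effect and reference ligand for full effect; a part of the inactive calls stands beside numbers as strong as those of hits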
Starred values were filed as active, the others as inactive; x = no result given; & = joins results of further samples. The list is partial (hit frequency here may not be typical).

cpd	Hsp70 inhibitors	Rat MKP-3 inhibitors	Molecule
1	-2.5%	6%	CCc1ccc(N2C(=O)/C(=C/c3cc(Cl)c(OCC(=O)O)c(Cl)c3)C(=O)NC2=S)cc1
2	0.9%	3%	O=C(CCc1ccccc1)Oc1ccc(Cl)cc1
3	0.3%	-5%	CCCc1[nH]nc2c1C(c1ccc(OC)c(Cn3nnc4ccccc43)c1)C(C#N)=C(N)O2 (centres undefined)
4	-2.1%	6%	O=C(Nc1ccc(-c2nc3ncccc3o2)cc1)c1cccc(OCc2ccccc2)c1
5	6.6%	-4%	O=S(=O)(Nc1ccc(Br)cc1)c1ccc(Cl)cc1
6	-3.9%	x	COc1cccc(-n2c(SCC(=O)N3CCOCC3)nc3c([nH]c4ccccc43)c2=O)c1
7	5.5%	0%	O=C(COc1ccccc1)Nc1ccc(Cc2ccncc2)cc1
8	-4.1%	3%	CC1N(c2ccccn2)c2ccccc2N1c1ccccn1
9	1.2%	-5%	CCCOC(=O)c1sc2nc3c(cc2c1N)C(=O)CCC3
10	-1.0%	4%	Cc1[nH]c(=O)[nH]c(=O)c1S(=O)(=O)Nc1ccc(Oc2ccccc2)cc1
11	0.5%	-3%	COc1cccc(C(=O)Nc2cccc(OC(C)=O)c2)c1
12	1.4%	-11%	Cc1nc2cc(C(F)(F)F)ccc2n1C1CCN(CC(=O)N2CCOCC2)CC1
13	0.1%	3%	CCc1ccc(NC(=O)C(=O)NCc2ccc3c(c2)OCO3)cc1
14	-2.0%	-2%	Cc1ccc(/C=N/NS(=O)(=O)c2ccc(C)cc2)cc1
15	-2.7%	5%	Brc1ccc(-c2nnc3ccc(N4CCN(c5ccccc5)CC4)nn23)cc1
16	-1.7%	3%	Cc1ccc(S(=O)(=O)N(CC(O)CN(CC(C)C)CC(C)C)c2cccc(C)c2)cc1 (centres undefined)
17	-0.4%	1%	Cc1nn(-c2ccc(Cl)cc2Cl)c2c1C(=O)CC(C)(C)C2
18	6.1%&-0.2%	5%&4%	COc1ccc(NC2=NC3(CCCCC3)N=C(N)N2)cc1
19	-2.2%	x	CCOc1ccc(Cl)cc1S(=O)(=O)NCc1cccnc1
20	3.3%	0%	C=CCOc1ccc(/C=C/C(=O)c2cccc(Br)c2)cc1
21	6.0%	0%	O=C1N2CN(C3CCCCC3)CN=C2SC1(CO)CO
22	-5.9%	-2%	Cc1cccc(NC(=O)c2oc3c(c2C)C(=O)CC(C)(C)C3)n1
23	-1.7%	4%	COc1ccccc1NC(=O)CN(c1ccccc1C)S(C)(=O)=O
24	-0.8%	-10%	COc1ccc(OCCOC(=O)Nc2ccccc2)cc1
25	-1.0%	2%	O=C(CC1S/C(=N\N=C2/CCCc3ccccc32)NC1=O)Nc1ccccc1C(F)(F)F (centres undefined)
26	3.1%	x	Cc1ccc(-n2c(C)cn(C(=O)c3ccccc3)c2=S)cc1
27	0.2%	x	COc1ccc(C(=O)NC2(C(F)(F)F)C(=O)N(Cc3ccco3)C3=C2C(=O)CC(C)(C)C3)cc1OC (centres undefined)
28	8.6%&0.9%	1%&1%	CCOC(=O)c1ccc(N=CC2=C(O)CC(C)(C)CC2=O)cc1
29	1.5%	-11%	Cc1ccc(CCNC(=O)CC2Oc3ccc(C)cc3NC2=O)cc1 (centres undefined)
30	3.6%	-4%	COC(=O)C1(C(=O)OC)Sc2ccccc2C1=O
31	-5.5%	2%	COc1ccc(-n2c(=S)[nH]c3cc(C(=O)NCCCN4CCCC4=O)ccc3c2=O)cc1
32	0.2%	-2%	COc1ccc(C(=O)N2CCN(c3ccc(C)cc3)CC2)cc1OC
33	-0.5%	1%	O=C(NCc1ccccn1)c1cc(-c2ccccc2)nc2ccccc12
34	-8.2%	-7%	O=C(Cn1nc(C(F)(F)F)c2c1CCCC2)NCc1ccco1
35	-5.2%	-8%	Cc1nn(-c2ccccc2)c2c1/C(=N/O)CC(C)(C)C2
36	-0.1%	6%	O=c1cc(N2CCOCC2)[nH]c(=O)n1Cc1ccc(F)cc1
37	4.3%&-5.0%	3%&-8%	CCCOc1cccc(-c2nnc(N)s2)c1
38	2.2%	0%	COc1ccc(CCNC(=O)COc2ccc(Cl)cc2Br)cc1OC
39	0.4%	x	CCC(C)NC(=O)CO/N=C/c1ccc(C(=O)OC)cc1 (centres undefined)
40	-2.5%	-6%	CC1CCC(NC(=O)Cn2ncc3ccccc32)CC1 (centres undefined)
41	-8.6%	-11%	O=S(=O)(NCc1ccccc1Br)c1cccs1
42	3.1%	-2%	Cc1onc(-c2ccccc2Cl)c1C(=O)Nc1ccc(C(C)C)cc1
43	-2.2%	5%	CC1=C(C(=O)OCCc2ccccc2)C(c2ccccc2Cl)CC(=O)N1 (centres undefined)
44	-5.4%	-8%	CCOC(=O)CN1C(=O)NC(C)(c2ccc(OC(F)F)cc2)C1=O (centres undefined)
45	-2.4%	-5%	Nc1nnnn1/N=C/c1cccc(Oc2ccccc2)c1
46	1.2%	-2%	CS(=O)(=O)N1CCCC(C(=O)NCc2ccccn2)C1 (centres undefined)
47	0.6%	-14%	COCCn1cnnc1SCC(=O)Nc1ccccc1C(=O)Nc1ccc2c(c1)OCO2
48	2.0%	1%	O=C1NN(c2ccc(Cl)c(Cl)c2)C(=O)/C1=C/c1cccc([N+](=O)[O-])c1
49	-5.1%	-1%	CCN(Cc1ccccc1)C(=O)c1cc(C(=O)OC)cc([N+](=O)[O-])c1
50	-8.1%	0%	O=C(CCN1C(=O)/C(=C\c2cccs2)SC1=S)Nc1cccc(C(=O)O)c1
51	-0.6%	6%	C=CCn1c(C)cc(C(=O)CSc2nnc(Cc3ccccc3)o2)c1C
52	-6.2%	3%	Cc1cc(C)n2nc(-c3cccc(F)c3)cc2n1
53	4.9%	2%	COCCNC(=O)c1ccc(Cn2c(=S)[nH]c3cc4c(cc3c2=O)OCO4)cc1
54	1.0%	-15%	CCN1CCN(c2nc3ccccc3nc2C(C#N)C(=O)OC2CCCCC2)CC1 (centres undefined)
55	-4.8%	1%	O=C(Cc1ccccc1)Nc1nc(-c2ccccc2)cs1
56	-2.0%	4%	COc1ccc(N(CC(=O)N2CCCCC2)S(=O)(=O)c2ccccc2[N+](=O)[O-])c(OC)c1
57	14%	x	COc1ccc(/C=C/c2c([N+](=O)[O-])c(=O)n(C)c(=O)n2C)cc1O
58	2.4%	-11%	CCCCCOC(=O)Nc1nnc(CCC)s1
59	2.2%	-5%	COc1cccc2c1N1C(=O)c3c(C(=O)O)cccc3C1CC2(C)C (centres undefined)
60	10%	-4%	CCOC(=O)C(C)Sc1nnc(Cn2c(=O)sc3ccccc32)n1-c1ccccc1 (centres undefined)

Going on with the list.
cpd	Hsp70 inhibitors	Rat MKP-3 inhibitors	Molecule
61	-2.3%	8%	CC(CNS(=O)(=O)c1ccccc1)c1ccccc1 (centres undefined)
62	-3.4%	-3%	CCOC(=O)Cn1c(=O)n(C2CCCC2)c(=O)c2ccccc21
63	-0.6%	-7%	COc1ccc(CNc2oc(COc3ccccc3)nc2C#N)cc1
64	4.5%	x	CC1CN/C(=C\C(=O)c2ccccc2)C(=O)N1 (centres undefined)
65	-2.8%	x	O=C(Nc1sc2c(c1C(=O)O)CCC2)c1ccccc1
66	-0.1%	4%	COc1ccccc1NC(=O)CN(Cc1ccccc1)S(=O)(=O)c1ccccc1
67	8.2%	4%	Cc1ccc(CNc2nc3ccccc3n3nnnc23)cc1
68	0.9%	2%	COc1ccc(OC)c(S(=O)(=O)n2cnc(C)c2)c1
69	-3.8%	0%	COc1cccc2c3c(c(C)nc12)CC(C)S3 (centres undefined)
70	3.1%&1.6%	-2%	Cc1ccc(-c2nc(N/N=C/c3cccnc3)c3ccccc3n2)cc1
71	-3.1%	-14%	COc1ccc(-n2nc3ccc(NS(C)(=O)=O)cc3n2)cc1Cl
72	2.9%	0%	Cc1cc(/C=C2\C(=O)NC(=S)N(c3cccc(Br)c3)C2=O)c(C)n1C
73	x	2%	COc1ccc(-n2c(=O)c3c4c(sc3n(CC(=O)NCc3ccco3)c2=O)CCC4)c(OC)c1
74	1.6%	1%	COc1ccc(S(=O)(=O)N(CC(=O)N2CCCCCC2)c2ccc(C)cc2)cc1OC
75	5.7%	-2%	O=C(Nc1cccnc1)c1ccc(CN2CCc3ccccc3C2)cc1
76	-2.2%	-2%	CC(=O)c1ccc(NC(=O)C2CC(=O)N(c3ccc(F)cc3)C2)cc1 (centres undefined)
77	2.4%	0%	Cc1ccc(-c2nnc(-c3ccncc3)o2)cc1
78	1.3%	-22%	COc1ccc(N2CC(C)Cn3c2nc2c3c(=O)n(CCc3ccccc3)c(=O)n2C)cc1 (centres undefined)
79	-4.1%	-2%	CC1(C)C2CCC1(C)C(OC(=O)CCn1ccnc1)C2 (centres undefined)
80	10%	x	O=C1C2=C(c3ccccc31)[N+](=O)C1CCCCC1N2[O-] (centres undefined)
81	0.2%	-8%	COc1ccc(CCN2C(=O)c3[nH]nc(-c4ccccc4O)c3C2c2cccc(O)c2)cc1OC (centres undefined)
82	4.1%	4%	NC(=O)c1ccc(NC(=O)COc2ccccc2Cl)cc1
83	-1.1%	-11%	Cc1cc(C)c(C#N)c(N2CCSCC2)n1
84	-0.2%	-11%	N#CCSc1nnc(-c2cccnc2)n1-c1ccccc1
85	4.3%&2.8%	-5%&5%	Cc1occc1C(=O)Nc1ccc2ccccc2c1
86	-5.3%	x	CCO/C(=C/c1sc2ccc(OC)cc2[n+]1CCCS(=O)(=O)[O-])CC
87	-0.7%	x	CCOC(=O)/C(=N/Nc1ccccc1)c1csc(Nc2ccccc2)n1
88	2.5%	1%	CCOC(=O)c1sc(NC(=O)c2ccc(S(=O)(=O)N3CCCC3)cc2)c(C(=O)OCC)c1C
89	-0.9%	1%	CC1(C(=O)N/N=C/c2cccnc2)CC1(Br)Br (centres undefined)
90	6.1%	1%	Cc1sc2ncnc(SCC(=O)N3CCCC3=O)c2c1C
91	-0.4%	9%	CCC1CCCCN1C(=O)Cn1c(=O)n(CCC(=O)NCc2ccco2)c(=O)c2sccc21 (centres undefined)
92	3.9%	-6%	CC(C)(C)n1ncc2c(=O)n(CC(=O)NCCc3ccccc3)cnc21
93	-2.3%	-6%	CCN(CC)CCCNC(=O)c1nn(-c2ccc(OC)cc2OC)c(=O)c2ccccc12
94	3.2%	-1%	Cc1cnc(C(=O)OCC(=O)Nc2cc(Cl)cc(Cl)c2)cn1
95	-1.8%	4%	Cc1ccc(C(=O)NN2C(=O)/C(=C/c3ccc4c(c3)OCO4)SC2=S)cc1
96	0.3%	7%	O=C(NC(=S)Nc1ccc([N+](=O)[O-])cc1Cl)c1ccco1
97	-5.1%	0%	C=C(C)CNC(=S)NNC(=O)c1ccc(Br)cc1
98	1.7%	-2%	COc1ccc(C2Nc3ccccc3NC3=C2C(=O)CC(C)(C)C3)cc1 (centres undefined)
99	5.3%	23%	O=C1C(=O)c2ccccc2C(Cl)=C1Cl
100	-4.0%	4%	CC(=O)c1ccc(N2C(=O)C3C4C=CC(O4)C3C2=O)cc1 (centres undefined)
101	2.1%	10%	Cc1ccc(-c2cc(C(=O)NCc3ccccc3)c3ccccc3n2)o1
102	-4.6%	-4%	CCc1cc2cc(C)ccc2nc1SCC(=O)N1CCN(C(=O)c2ccco2)CC1
103	2.9%	-6%	COc1cccc(OCCOCCNCCO)c1
104	2.5%	x	CC1C(=O)CCCCCCCCCC2C1(N1CCOCC1)CS2(=O)=O (centres undefined)
105	0.5%	2%	COc1ccccc1C1C2=C(N=C3SCC(=O)N31)c1ccccc1CC2 (centres undefined)
106	-3.0%	x	CC(C)CNC(=O)c1ccccc1NC(=O)c1ccccc1N(C)S(C)(=O)=O
107	1.3%	-12%	CCOC(=O)c1c(C2CC2)csc1NC(C)=O
108	-2.4%	1%	COc1ccccc1OCCSc1nc2ccccc2n1CC(=O)O
109	-2.6%	-2%	CC(C)CNC(=O)CN(c1ccc(Cl)cc1)S(C)(=O)=O
110	5.4%&2.3%	-8%&2%	Oc1ccccc1-c1cc(C(F)(F)F)[nH]n1
111	9.6%	-6%	CC(C)Cc1nc2oc3c(N4CCN(CCO)CC4)ncnc3c2c2c1CCCC2
112	1.9%	x	CC(C)Cn1c(NCCO)nc2ccccc21
113	-0.2%	0%	O=C(CSc1nnnn1-c1ccc(Cl)cc1)N1CCc2ccccc2C1
114	-5.9%	4%	O=C1c2ccccc2C(O)N1Cc1ccco1 (centres undefined)

Entries above containing a Cl atom (16):
cpd	Hsp70 inhibitors	Rat MKP-3 inhibitors	Molecule
1	-2.5%	6%	CCc1ccc(N2C(=O)/C(=C/c3cc(Cl)c(OCC(=O)O)c(Cl)c3)C(=O)NC2=S)cc1
2	0.9%	3%	O=C(CCc1ccccc1)Oc1ccc(Cl)cc1
5	6.6%	-4%	O=S(=O)(Nc1ccc(Br)cc1)c1ccc(Cl)cc1
17	-0.4%	1%	Cc1nn(-c2ccc(Cl)cc2Cl)c2c1C(=O)CC(C)(C)C2
19	-2.2%	x	CCOc1ccc(Cl)cc1S(=O)(=O)NCc1cccnc1
38	2.2%	0%	COc1ccc(CCNC(=O)COc2ccc(Cl)cc2Br)cc1OC
42	3.1%	-2%	Cc1onc(-c2ccccc2Cl)c1C(=O)Nc1ccc(C(C)C)cc1
43	-2.2%	5%	CC1=C(C(=O)OCCc2ccccc2)C(c2ccccc2Cl)CC(=O)N1 (centres undefined)
48	2.0%	1%	O=C1NN(c2ccc(Cl)c(Cl)c2)C(=O)/C1=C/c1cccc([N+](=O)[O-])c1
71	-3.1%	-14%	COc1ccc(-n2nc3ccc(NS(C)(=O)=O)cc3n2)cc1Cl
82	4.1%	4%	NC(=O)c1ccc(NC(=O)COc2ccccc2Cl)cc1
94	3.2%	-1%	Cc1cnc(C(=O)OCC(=O)Nc2cc(Cl)cc(Cl)c2)cn1
96	0.3%	7%	O=C(NC(=S)Nc1ccc([N+](=O)[O-])cc1Cl)c1ccco1
99	5.3%	23%	O=C1C(=O)c2ccccc2C(Cl)=C1Cl
109	-2.6%	-2%	CC(C)CNC(=O)CN(c1ccc(Cl)cc1)S(C)(=O)=O
113	-0.2%	0%	O=C(CSc1nnnn1-c1ccc(Cl)cc1)N1CCc2ccccc2C1
